Bioassay records deposited in PubChem by Broad Institute.
miR122 inh: miR-122 Renilla sensor signal increase in Huh7, primary screen, miR-122 inhibitor project, cell-based, single point, plate reader; hit rate 0.3% among 340,000; activation (reporter increase), % at 12.5 µM; Huh7 miR-122 Renilla luciferase sensor, 48 h; neutral wells = 0, positive control = 100;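 active means mean replicate activation score at least 90 and every replicate individually at or above 90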;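 further: higher luciferase means less miR-122 activity so hits act as miR-122 inhibitors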
CFTR F508del cor: F508del CFTR correction, initial screen, CFBE line, single point; activity (quench increase), % at 7.58 µM; CFBE cells, YFP halide quenching; stimulated with forskolin plus potentiator P3; % fluorescence drop versus neutral controls; hit rate 0.36% among 350,000; AID 720511, 2013;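 active means mean added fluorescence quench of at least 8% versus neutral control, with both replicates also reaching 8%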;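 further: cells transiently co-express mutant CFTR-F508del with the halide-sensitive YFP; corrector assay measuring rescue of mutant channel to the surface after 24 h compound exposure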
GSIS activator: GLuc luminescence reporter in INS-1E cells, primary screen for activators of glucose-dependent secretion of insulin. activation, % at 16.6 µM. INS-1E GLuc reporter insulin secretion, 2-3 h. AID 743287, 2014. hit rate 0.61% among 370,000;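 active means lowest replicate activation of at least 40%, so every replicate reaches that level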;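 further: 0% = median of neutral control wells and 100% = median of IBMX positive control wells; some compounds called inactive have numbers as strong as hits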
Cneo AK release: Cryptococcus neoformans cell lysis inducers, primary screen, AK release luminescence, single concentration | C. neoformans lysis, adenylate kinase release luminescence, 4 h; normalised: neutral wells 0, clomiphene wells 100 | lysis activity, % at 15 µM | hit rate 0.2% among 360,000 | AID 651654, 2012;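 active means mean lysis activity across replicates of at least 80%, whatever share of replicates individually reach that level; inactive means mean lysis activity below 80%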
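Assay system: C. neoformans cells. Amount: yeast cell density of 5 × 10^6 cells/mL. Technique: AK luminescence. Buffer or medium: YPD. Times: static 4 h at 37 °C with compound, 1 h detection. Dosing: single-point compound dose. Read-out: lysis from increased AK signal.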
FN deposition inh: inhibitors of fibronectin matrix deposition, primary screen, AH1F cells, Alexa488-fibronectin fluorescence, plate reader | inhibition, % at 12.6 µM | AID 743247, 2014 | hit rate 0.086% among 350,000 | AH1F fibroblasts, overnight;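 active means mean inhibition across replicates of 30% or more, regardless of how many single replicates reach that level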;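 further: positive control wells lacked labelled fibronectin entirely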
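Measured by – fluorescence 485/525 nm · System – AH1F fibroblast monolayer, labelled fibronectin deposition · Amount – 10000 cells per well · Buffer or medium – serum-reduced DMEM (2% serum) · Doses – single dose, pinned · Also added – fluorescent fibronectin at 24 nM final · Schedule – 1 h cell attachment, overnight exposure to compound and label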
PglD DTNB: C. jejuni PglD acetyltransferase inhibitors, primary screen, biochemical, DTNB colorimetric, single point; purified PglD enzyme, DTNB colorimetric CoA detection; inhibition, % at 12.5 µM; hit rate 0.098% among 360,000; AID 602405, 2012; in the data active means inhibition above about 16%, passing the limit was not always enough; further: strong numbers were not always called active
C2C12 statin: suppressors of statin myotoxicity in C2C12 myotubes, primary screen, cell-based, single point, plate reader | rescue of ATP level, % at 7.49 µM | hit rate 0.78% among 330,000 | C2C12 myotubes + simvastatin, ATP luminescence, 48 h; scaled: DMSO 0, geranylgeraniol control 100;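 active means mean ATP rescue above about 67%, or every replicate alone reaching that limit, limit read from the data, passing the limit was not always enough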;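 further: myotubes were challenged with 10 µM simvastatin during compound exposure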
PGC1a acetyl inh: inhibitors of PGC1a acetylation signal, primary screen, cell-based, U2OS, AlphaScreen, inhibitor mode | AlphaScreen anti-acetyl-lysine; with virally co-expressed GCN5 acetyltransferase | inhibition, % at 15.6 µM | hit rate 0.17% among 350,000 | AID 651687, 2012;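 active means every replicate shows inhibition of at least 40%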;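 further: 0% = neutral control wells and 100% = positive control wells; some results beyond the cut were filed as inactive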
* = called active by the depositor; / = no result given; & = joins results of further samples; [ ] = remark or other dose.

SMILES	miR122 inh	CFTR F508del cor	GSIS activator	Cneo AK release	FN deposition inh	PglD DTNB	C2C12 statin	PGC1a acetyl inh
Cc1nc(SC(C)C(=O)Nc2cccc(C(F)(F)F)c2)c2c(C)c(C(=O)O)sc2n1 (stereo not given)	-1	-0.3	7	/	-1	/	6	6
C[C@@H]1CN([C@H](C)CO)C(=O)CCCn2cc(nn2)CO[C@@H]1CN(C)C(=O)Nc1ccc(F)cc1	-5[16.7 µM]	-1.2	18	-14	5	0	-2	1
O=C(Nc1ccc2c(c1)OCO2)c1cc(C2CCCCN2C(=O)CCCc2ccccc2)on1 (stereo not given)	4	-1.4	-11	1	-3	-2	7	3
Cc1csc2ncc(C(=O)NCc3ccccn3)c(=O)n12	3	2.2	13	0	7	-5	6	-6
CSc1nnc(NC(=O)c2nc(S(=O)(=O)Cc3ccccc3F)ncc2Cl)s1	1	3.2	4	0	-1	7	-83	/
Cc1ccc(NC(=O)c2ccccc2N(C)S(C)(=O)=O)cc1C	-2	/	3	1	8	-1	106*	-38
COc1ccc(OC)c(C2C(C(=O)c3ccco3)=C(O)C(=O)N2CCN2CCOCC2)c1 (stereo not given)	-5	0.1	1	1	-2	1	5	/
O=S1(=O)C[C@H](N2CCOCC2)[C@@H](COCc2ccccc2)N1	-1	3.4	2	0	-1	0	-1	1
CO[C@H]1CN(C)C(=O)c2ccc(NC(=O)C3CCCC3)cc2OC[C@@H](C)NC[C@H]1C	0[16.7 µM]	1.3	12	0	-1	3	6	/
COc1ccc(N2CCN(C(=O)c3cc4c(-c5cccc(OC)c5)nn(C)c4s3)CC2)cc1	-3	/	/	2	-16	0	12	-5
C[C@@H]1CN([C@H](C)CO)S(=O)(=O)c2ccc(C#CCN(C)C)cc2O[C@@H]1CN(C)C(=O)c1ccccc1F	-4[16.7 µM]	/	-5	-12	8	1	2	-14
CO[C@H]1CC[C@@H]2CCN(C)C(=O)CCCN(C)C(=O)c3cc(C#N)ccc3OC[C@@H]1O2	/	/	4	0	-12	-1	5	/
C[C@@H]1CN([C@H](C)CO)C(=O)CCCn2cc(nn2)CO[C@@H]1CN(C)S(=O)(=O)c1cccc(C#N)c1	/	0.0	4	/	2	/	/	14
O=C(O)C[C@H]1C[C@@H]2c3cc(NC(=O)Nc4ccccc4F)ccc3O[C@@H]2[C@H](CO)O1	4[16.7 µM]	-0.7	5	2	/	2	1	9
CC(=O)/C(C#N)=C1\NC(=O)C(Cc2ccc(F)cc2)S1 (stereo not given)	/	0.0	/	-5	-1	-4	/	7
CC(=O)Oc1c(C)c2c3c(c1OC(C)=O)[C@@H](C)CC[C@@H]3[C@@H](C)C[C@H]2C=C(C)C	-10	0.7	-4	-1	-4	1	7	-8
Cc1cn2c(-c3ccncc3)nnc2s1	13	/	/	1	2	1	-11	-21
O=C(O)c1ccc(/C=N/N2CCN(Cc3ccc(Cl)cc3)CC2)cc1	-1	1.9	-9	/	11	/	/	-10
C[C@@H]1CN([C@H](C)CO)C(=O)c2cc(C3=CCCC3)cnc2O[C@H]1CN(C)C(=O)Nc1ccc(C(F)(F)F)cc1	38[16.7 µM]	1.9	-17	-3	-10	-2	-4	6
C#CCOCCOCCOCCNc1nc(N2CCN(C(=O)[C@H]([C@@H](C)CC)n3cc(CCC(=O)O)nn3)CC2)nc(N2CCN(C(=O)[C@H](CCCCN)n3cc(CCC(=O)O)nn3)CC2)n1	/	3.7	1	4	6	-2	17	/
Cc1ccc(S(=O)(=O)NC(C)(C)CN2CCNCC2)cc1	-2	-0.4	6	0	5	-1	-22	/
CC(c1ccon1)N(C)C(=O)CCc1nnc(Cc2ccc(-c3ccccc3)cc2)o1 (stereo not given)	-5	1.7	-19	0	8	-1	3	-1
CCNC(=O)C[C@H]1CC[C@@H]2[C@@H](COc3ccc(NC(C)=O)cc3C(=O)N2C)O1	25[16.7 µM]	-1.3	3	2	-1	4	24	4
Cn1cccc1CNC(=O)Nc1ccccc1	-7	/	5	-2	-9	4	-3	8
NC(=O)c1ccsc1NC(=O)COC(=O)CNC(=O)c1ccc(F)cc1	-16	1.3	-4	-2	2	-3	7	-3
The results go on:
SMILES	miR122 inh	CFTR F508del cor	GSIS activator	Cneo AK release	FN deposition inh	PglD DTNB	C2C12 statin	PGC1a acetyl inh
Nc1c(C(=O)N/N=C/c2ccc(OCc3ccccc3)cc2)cnn1-c1ccccc1	-9	-14	-17	-1	-8	-1	/	0
COc1ccc(-c2cc(=O)c3cc(C)ccc3[nH]2)cc1	/	-3.4	12	-17	5	7	9	/
Cn1c(=O)c2nc(SCc3ccccc3)n(C)c2n(C)c1=O	0	-1.5	/	1	5	-10	5	-4
O=C(C[C@H]1C[C@@H]2c3cc(NC(=O)C4CCOCC4)ccc3O[C@@H]2[C@H](CO)O1)NCc1ccc(Oc2ccccc2)cc1	-6[16.7 µM]	-1.0	3	-7	/	0	0	7
COc1cc2c(cc1OC)C(c1ccc(-c3ccc(Cl)cc3Cl)o1)=NCC2	-22	/	/	23	0	1	/	14
Cc1ccc(NC(=O)CSc2nnc(CN3CCOCC3)n2-c2ccccc2)cc1	6	/	-11	-2	7	2	/	/
CC(C(=O)NC1CCCCCC1)N(c1ccccc1)S(C)(=O)=O (stereo not given)	-5	/	/	2	6	-6	-3	0
O=C(CS(=O)(=O)c1cccc(C(F)(F)F)c1)Nc1ccccc1Cl	7	/	/	1	11	-1	10	-16
CSCCC(NC(=O)c1ccco1)C(=O)NCc1ccc2c(c1)OCO2 (stereo not given)	-2	-3.2	14	-1	-1	4	-7	7
COc1ccccc1NS(=O)(=O)c1ccc(C)c(NC(=O)C2CCCO2)c1 (stereo not given)	8	-2.1	3	-1	-2	6	11	12
CC(C)C(=O)Nc1cccc(NC(=S)NC(=O)c2ccccc2Cl)c1	-6	/	/	0	-6	0	-13	7
COc1ccc(NC(=O)Nc2ccc3c(c2)CC(=O)N([C@H](C)CO)C[C@@H](C)[C@@H](CN(C)S(=O)(=O)c2ccccc2)O3)cc1	-12[16.7 µM]	1.7	-26	/	4	/	-8	1
CNC(=O)C[C@H]1CC[C@H]2[C@H](COc3ccc(NC(=O)Nc4ccc(F)cc4)cc3C(=O)N2C)O1	-7[16.7 µM]	-1.1	3	35	-5	-4	17	8
C[C@@H]1CN(S(=O)C(C)(C)C)[C@H](CCO)/C1=C\CCO (stereo not given in full)	-8	-1.9	13	2	-4	0	-4	15
CCOC(=O)CNc1nc(-c2ccncc2)nc2ccccc12	-3	/	/	1	4	1	3	-15
Cc1cccc(NC(=O)CN(C)S(=O)(=O)c2cccc3nsnc23)c1C	-3	/	7	0	1	-1	11	9
CC1=NCC(C)c2c1[nH]c1ccccc21 (stereo not given)	5	/	/	-2	-3	0	0	-9
CCn1c(SCC(=O)NC2CC2)nnc1-c1ccccc1	-7	6.3	9	-1	-9	-5	10	14
Cc1ccccc1C(=O)O/N=C(\N)c1ccccc1	8	-0.6	8	0	-2	3	-7	-1
CN(C)C(=O)c1ccc(-c2ccc(C3[C@@H]4CN(C(=O)C5CCOCC5)C[C@H]3N4)cc2)cc1 (stereo not given in full)	/	1.4&-0.4	3&1	/	-11&-3	/	/	-8&-4
COc1cccc(-c2ccc3c(c2)O[C@H](CN(C)Cc2cncnc2)[C@H](C)CN([C@@H](C)CO)S3(=O)=O)c1	-16[16.7 µM]	-0.2	3	-1	2	3	-12	-1
C[C@@H]1CN([C@@H](C)CO)C(=O)Cc2cc(NS(=O)(=O)c3cccs3)ccc2O[C@@H]1CN(C)S(=O)(=O)c1cccs1	54[16.7 µM]	-0.1	11	/	/	/	33	7
Cc1ccc(S(=O)(=O)N2CCN(Cc3nnc(-c4c(-c5ccccc5)noc4C)o3)CC2)cc1	-7	1.1	-13	0	-1	5	-3	-4
CC(C)NC(=O)N[C@@H]1C=C[C@@H](CC(=O)NCc2ccc(Oc3ccccc3)cc2)O[C@@H]1CO	/	-3.2	1	1	-3	-5	-8	3
COc1ccccc1/C=C/C(=O)Nc1ccc2c(c1)OCCO2	20	/	-8	-24	14	-1	/	5
NC(=O)c1ccccc1NC(=O)/C=C/c1cccc(Cl)c1	3	/	/	-12	-1	-1	-8	-1
NC(=O)Cc1nc2scc(-c3ccc(Cl)cc3)c2c(=O)[nH]1	-10	-1.7	-7	-28	3	5	5	3
O=C(O)c1ccc2c3c(cccc13)C(=O)N(OS(=O)(=O)c1ccccc1)C2=O	2	-1.2	-23	-3	3	1	-4	14
CCC(=O)C(C#N)(c1ccc(OC)c(OC)c1)C(C)C (stereo not given)	-2	1.4	82*	0	7	1	-4	7
C[C@@H]1CN([C@@H](C)CO)C(=O)c2cc(NC(=O)Cn3cnnn3)ccc2O[C@@H]1CN(C)Cc1ccc2c(c1)OCO2	19[16.7 µM]	-1.3	5	0	/	0	-17	-15

Sorted by count of non-hydrogen atoms (falling): some entries from above
SMILES	miR122 inh	CFTR F508del cor	GSIS activator	Cneo AK release	FN deposition inh	PglD DTNB	C2C12 statin	PGC1a acetyl inh
COc1ccc(NC(=O)Nc2ccc3c(c2)CC(=O)N([C@H](C)CO)C[C@@H](C)[C@@H](CN(C)S(=O)(=O)c2ccccc2)O3)cc1	-12[16.7 µM]	1.7	-26	/	4	/	-8	1
C[C@@H]1CN([C@H](C)CO)S(=O)(=O)c2ccc(C#CCN(C)C)cc2O[C@@H]1CN(C)C(=O)c1ccccc1F	-4[16.7 µM]	/	-5	-12	8	1	2	-14
COc1ccc(N2CCN(C(=O)c3cc4c(-c5cccc(OC)c5)nn(C)c4s3)CC2)cc1	-3	/	/	2	-16	0	12	-5
Nc1c(C(=O)N/N=C/c2ccc(OCc3ccccc3)cc2)cnn1-c1ccccc1	-9	-14	-17	-1	-8	-1	/	0
O=C(O)C[C@H]1C[C@@H]2c3cc(NC(=O)Nc4ccccc4F)ccc3O[C@@H]2[C@H](CO)O1	4[16.7 µM]	-0.7	5	2	/	2	1	9
CSCCC(NC(=O)c1ccco1)C(=O)NCc1ccc2c(c1)OCO2 (stereo not given)	-2	-3.2	14	-1	-1	4	-7	7
O=C(O)c1ccc(/C=N/N2CCN(Cc3ccc(Cl)cc3)CC2)cc1	-1	1.9	-9	/	11	/	/	-10
Cc1ccc(NC(=O)c2ccccc2N(C)S(C)(=O)=O)cc1C	-2	/	3	1	8	-1	106*	-38
Cn1c(=O)c2nc(SCc3ccccc3)n(C)c2n(C)c1=O	0	-1.5	/	1	5	-10	5	-4
NC(=O)c1ccccc1NC(=O)/C=C/c1cccc(Cl)c1	3	/	/	-12	-1	-1	-8	-1
Cc1cn2c(-c3ccncc3)nnc2s1	13	/	/	1	2	1	-11	-21
